Growth percent in the NCI-60 one-dose screen (48 h, 10 µM unless noted): 100 = growth as untreated, 0 = no growth, -100 = all killed.
SK-MEL-5: SK-MEL-5 melanoma. 6.4% of 80,000 active
HOP-62: HOP-62 NSCLC; 3.9% of 80,000 active
HOP-92: HOP-92 NSCLC cells | 6.3% of 71,000 active | AID 1794738
SK-MEL-28: SK-MEL-28 melanoma. 4.1% of 81,000 active. AID 1794761
M14: M14 melanoma | 6.2% of 80,000 active | AID 1794745
A549/ATCC: A549/ATCC NSCLC; 3.7% of 81,000 active; AID 1794740
EKVX: EKVX NSCLC | 3% of 71,000 active
SK-MEL-2: SK-MEL-2 melanoma; 4.7% of 77,000 active
Numbers without * were called inactive; nt = not tested or not shown. Rule for the calls: active = growth percent below 10; inactive = the rest.

cpd	SMILES	SK-MEL-5	HOP-62	HOP-92	SK-MEL-28	M14	A549/ATCC	EKVX	SK-MEL-2
1	CCOC(=O)/C(C#N)=C1\CCC=C(C)C1	97	nt	97	114	106	103	95	103
2	CCC12CCC3c4ccc(O)cc4CCC3C1CC(O)C2O (stereo unspecified)	63	83	72	67	55	62	84	nt
3	COc1ccc(CCn2cncc2-c2c[nH]c3cc(Br)ccc23)cc1	45	62	33	93	70	73	43	72
4	NCCCCCNc1noc(Cc2c[nH]c3cc(Br)ccc23)n1	9.7*	22	20	40	-26*	25	33	4.1*
5	C[C@H]1CC(O)=C(c2ccc3ccccc3n2)C(=O)O1	101	109	nt	111	98	100	106	103
6	O=S(=O)(O)SCCN1CCOCC1	105	100	99	103	112	100	nt	107
7	Cc1ccc(/C=C/C(=O)c2ccc(C)cc2)cc1	100	110	91	111	97	96	108	95
8	Cc1cc2ccccc2c[n+]1CC(=O)c1ccc(-c2ccccc2)cc1	22	67	28	84	47	53	55	84
9	NS(=O)(=O)c1ccc(N/N=C(\CS(=O)(=O)c2ccccc2)c2cc3ccccc3o2)cc1	97	104	109	105	103	89	97	105
10	S=c1n(CNc2ccc(Cl)nn2)nc(-c2cc(Cl)cc(Cl)c2Cl)n1/N=C/c1ccc(Cl)cc1	91	82	34	105	56	138	91	84
11	O=C(CC1C(=O)N(C2CCCCC2)c2nc3ccccc3n21)Nc1cccc(F)c1 (stereo unspecified)	103	92	96	117	98	92	94	102
12	COc1cc(C2CC(c3ccc(N4CCNCC4)cc3)=NN2)ccc1F (stereo unspecified)	81	86	57	110	85	68	95	88
13	CCOC(=O)c1c(NC(=O)c2ccc(C(C)(C)C)cc2)sc2cc(O)ccc12	98	96	97	99	87	92	95	112
14	CCN(CC)c1ccccc1-c1ccccc1	99	103	73	104	108	105	103	104
15	OC(CCN1CCCC1)(c1ccccc1)C1CCCCC1 (stereo unspecified)	90	120	115	105	100	104	98	111
16	COc1cc2oc(-c3cccc(NC(=O)[C@@H](N)CO)c3)cc(=O)c2c(OC)c1OC	101	108	113	113	nt	113	105	110
17	COc1ccc2c(c1)c(-c1nonc1-c1cn(C)c3ccc(OC)cc13)cn2C	38	32	56	61	17	39	47	42
18	C=CCn1c(SCC(=O)Nc2ccc(C(=O)/C=C/c3ccccc3)cc2)nnc1-c1ccc(OC)c(OC)c1	61	99	83	98	74	61	81	85
19	C#CC(=O)/C=C/CCCCCCC#CC(=O)CCC(=O)C#CCCCCCC/C=C/C(=O)C#C	53	61	-42*	13	-19*	88	25	82
20	Nc1cc([N+](=O)[O-])ccc1F	101	103	nt	98	101	106	87	nt
21	CCOC(=O)c1c(C)nc2c(c1N)CC(=O)N2Cc1ccc(F)cc1	93	82	71	111	95	91	95	93
22	COc1ccc(C2Nc3nc(SC)n(C)c(=O)c3N=C3c4ccccc4C(=O)C32)cc1 (stereo unspecified)	92	86	74	112	89	88	83	99
23	COC(C)(c1ccccc1)c1ccc(-c2ccccc2)cc1 (stereo unspecified)	99	93	98	107	105	105	99	110
24	COc1ccc(NC=O)cc1	98	94	100	112	96	110	90	106
25	CC(C)(C)c1ccc(-c2nnc(-c3nc4ccccc4nc3Cl)o2)cc1	98	11	nt	68	93	102	99	64
26	Cc1cc(C)c2[nH]c(=O)c(C(c3nnnn3Cc3ccc4c(c3)OCO4)N3CCN(C)CC3)cc2c1 (stereo unspecified)	107	111	100	105	111	105	106	105
27	O=C1/C(=C\c2ccc(F)cc2)CN(C(=O)c2ccccc2)C/C1=C\c1ccc(F)cc1	34	53	nt	35	4.2*	49	nt	55
28	CC(C(O)c1cc2c(c3ccccc13)CCCC2)N1CCOCC1 (stereo unspecified)	87	106	109	99	94	108	92	112
29	Cc1cc(S(=O)(=O)c2ccc(Cl)cc2)nc(S(=O)(=O)c2ccc(Cl)cc2)c1C#N	94	108	81	96	93	97	nt	116
30	CC[N+](CC)(CCCC(C)[N+]1(Cc2ccccc2)C(C)=CC=C1C)Cc1ccccc1 (stereo unspecified)	69	98	55	79	67	100	78	102

Retrieved one by one from the entries so far, six records:
cpd	SMILES	SK-MEL-5	HOP-62	HOP-92	SK-MEL-28	M14	A549/ATCC	EKVX	SK-MEL-2
7	Cc1ccc(/C=C/C(=O)c2ccc(C)cc2)cc1	100	110	91	111	97	96	108	95
4	NCCCCCNc1noc(Cc2c[nH]c3cc(Br)ccc23)n1	9.7*	22	20	40	-26*	25	33	4.1*
14	CCN(CC)c1ccccc1-c1ccccc1	99	103	73	104	108	105	103	104
27	O=C1/C(=C\c2ccc(F)cc2)CN(C(=O)c2ccccc2)C/C1=C\c1ccc(F)cc1	34	53	nt	35	4.2*	49	nt	55
30	CC[N+](CC)(CCCC(C)[N+]1(Cc2ccccc2)C(C)=CC=C1C)Cc1ccccc1 (stereo unspecified)	69	98	55	79	67	100	78	102
17	COc1ccc2c(c1)c(-c1nonc1-c1cn(C)c3ccc(OC)cc13)cn2C	38	32	56	61	17	39	47	42

Further structures follow:
cpd	SMILES	SK-MEL-5	HOP-62	HOP-92	SK-MEL-28	M14	A549/ATCC	EKVX	SK-MEL-2
31	CC(=O)N1N=C(c2ccc3c(c2)OCO3)CC1c1c(C)nn(-c2ccccc2)c1N(C)Cc1ccccc1 (stereo unspecified)	80	77	46	93	77	51	73	nt
32	NS(=O)(=O)c1ccc(Cn2c(SCC(=O)N/N=C/c3ccc(O)cc3)nc3ccccc3c2=O)cc1	96	84	98	107	103	94	81	108
33	COc1ccc(C2=CC(c3cc(OC)c(OC)c(OC)c3)NC(=S)N2)cc1OC (stereo unspecified)	106	99	95	104	109	111	96	112
34	c1ccc(CCc2ccncc2)nc1	102	104	62	112	105	89	111	108
35	O=C(NCc1ccccc1)NNC(=O)c1ccc(NC(=O)c2ccccn2)cc1	103	109	105	114	107	106	105	103
36	COc1ccc(-n2c(-c3ccccc3)c(-c3ccccc3)c3c(SCC(=O)N/N=C/c4ccccc4[N+](=O)[O-])ncnc32)cc1	71	74	39	98	92	84	86	106
37	CCOC(=O)/C=C(\C(=O)OCC)C(C(=O)OCC)C(=O)OCC	107	104	nt	106	101	94	nt	120
38	COC(=O)/C=C1\Sc2ccc(C(F)(F)F)cc2NC1=O	113	82	104	120	86	106	157	nt
39	COC(=O)[C@H](NC(=O)C1(C)CCC[C@]2(C)[C@H]3C[C@H]4C(C(C)C)=C[C@]3(CC[C@@H]12)[C@@H]1C(=O)CCC(=O)[C@@H]14)C(C)C (stereo partly specified)	101	100	97	100	102	94	95	116
40	C[n+]1noc([O-])c1-c1ccccc1	89	91	99	107	95	102	100	104
41	O=C(CNc1nc(-c2ccccc2)cs1)Nc1cccc([N+](=O)[O-])c1	-100*	-76*	-49*	-85*	-88*	-73*	-97*	-80*
42	O=C(O)c1cccc2c1C(=O)c1cc([N+](=O)[O-])ccc1-2	86	94	53	100	109	98	108	87
43	CCCCNC(=O)Oc1ccc(/C(=C(\C)c2ccccc2)c2ccc(OCCN3CCCCC3)cc2)cc1	69	78	68	47	-16*	58	76	73
44	CCOC(=O)c1sc(N/N=C(\C)c2ccc3c(c2)Nc2ccccc2S3)nc1C	21	44	-9.2*	39	19	29	26	11
45	COc1cc(-c2c3c(cn2CCN2CCCCC2)-c2oncc2CC3)cc(OC)c1OC	98	nt	82	100	105	101	102	106
46	Cc1cc(C)c(N2C(=O)CC(Nc3ccc(Cl)cc3Cl)C2=O)c(C)c1 (stereo unspecified)	103	104	nt	102	103	104	102	nt
47	NS(=O)(=O)c1ccc(Nc2nc(SCC(=O)c3ccc(F)cc3)nc3ccccc23)cc1	19	54	56	56	56	54	39	48
48	COc1ccccc1/C=C(/C(=O)c1ccccc1)c1ccccc1	99	114	76	108	101	97	109	95
49	COc1cc(/C=C2\C(=O)N(CCCn3c4ccccc4c(=O)c4ccccc43)c3ccccc32)cc(OC)c1O	74	136	76	78	77	99	81	57
50	O=C1Nc2ccccc2C/C1=C/c1nc2ccccc2c(=O)[nH]1	101	97	99	101	99	100	102	106
51	COc1ccc(/C=C/C(=O)c2ccc(NC(=O)c3cc4cc5cc(C)ccc5nc4s3)cc2)cc1OC	105	98	109	103	104	110	96	109
52	O=C1CCC23OC=CC2C2(Nc4ccccc4NC2=O)c2cc(Br)ccc2N13 (stereo unspecified)	108	100	94	109	94	108	91	102
53	CCOc1ccccc1/C=C1\NC(=O)NC1=O	99	95	85	115	102	74	102	103
54	CCCCCN(/C=C\c1cc(Cl)ccc1OC)CCCCC	36	97	88	94	95	92	86	107
55	COc1ccc2c(c1)sc1nc(-c3ccccc3)c(-c3cccnc3)n12	78	125	nt	110	98	94	83	120
56	CN[C@@H]1[C@H](OC2[C@H](O[C@H]3[C@H](O)[C@@H](O)[C@H](N=C(N)N)[C@@H](O)[C@@H]3N=C(N)N)O[C@@H](C)[C@]2(O)C=O)O[C@@H](CO)[C@H](O)[C@H]1O (stereo partly specified)	99	91	87	100	95	100	101	105
57	Cc1ccc(C2=Nn3c(Cc4ccccc4)nnc3SC2)cc1	97	96	nt	99	101	92	89	101
58	CCOC(=O)C(=O)Cc1cccnn1	108	103	86	108	103	97	111	103
59	COC(=O)[C@]1(C)CCC[C@]2(C)[C@H]3C[C@@H]4[C@H]5[C@@H]6C/C(=C\c7cccnc7)C(=O)[C@H]5[C@@]3(CC[C@H]21)CC4(C(C)C)O6	95	101	53	97	97	91	92	94
60	CCCCCCc1nc2c(c(=O)n(C)c(=O)n2C)n1C	103	95	98	101	96	88	96	100

3 of the compounds above, in transposed form.
44: CCOC(=O)c1sc(N/N=C(\C)c2ccc3c(c2)Nc2ccccc2S3)nc1C
45: COc1cc(-c2c3c(cn2CCN2CCCCC2)-c2oncc2CC3)cc(OC)c1OC
46: Cc1cc(C)c(N2C(=O)CC(Nc3ccc(Cl)cc3Cl)C2=O)c(C)c1 (stereo unspecified)

Screen / compound no.	44	45	46
SK-MEL-5	21	98	103
HOP-62	44	nt	104
HOP-92	-9.2*	82	nt
SK-MEL-28	39	100	102
M14	19	105	103
A549/ATCC	29	101	104
EKVX	26	102	102
SK-MEL-2	11	106	nt

Further compounds follow.
cpd	SMILES	SK-MEL-5	HOP-62	HOP-92	SK-MEL-28	M14	A549/ATCC	EKVX	SK-MEL-2
61	Cc1ccc(-c2nc(Nc3ccccc3S(N)(=O)=O)c3ccccc3n2)cc1	87	87	nt	107	90	71	74	102
62	COc1cccc(/C=N/NC(=O)N/N=C/c2cccc(OC)c2O)c1O	87	78	99	101	70	82	117	64
63	O=C(NC1CCCCC1)c1ccc2c(c1)nc(-c1ccccc1)n2C1CCCCC1	79	79	104	105	84	82	95	86
64	Cc1[nH]c(C2CC(c3ccc(C(F)(F)F)c(F)c3)=NN2c2ccccc2)c(C)c1C(=O)O (stereo unspecified)	90	96	98	105	117	78	77	102
65	Cc1ccc(-c2cc(Cc3c(Cl)cccc3Cl)c(=O)n(CN3CCNCC3)n2)cc1C	106	100	nt	104	105	103	106	nt
66	COC(=O)C[C@](O)(CCCC(C)(C)O)C(=O)O[C@H]1C(OC)=C[C@@]23CCC(=O)N2CCc2cc4c(cc2[C@@H]13)OCO4	98	93	116	103	102	95	103	110
67	CC(=O)O[C@H]1[C@H](CC#CC#CC[C@@H]2C[C@]3(C)[C@H]4CC=C5[C@H]6[C@@H](C)[C@H](C)CC[C@]6(C(=O)NCCCCN)CC[C@@]5(C)[C@]4(C)CC[C@H]3C(C)(C)[C@H]2OC(C)=O)C[C@]2(C)[C@H]3CC=C4[C@H]5[C@@H](C)[C@H](C)CC[C@]5(C(=O)NCCCCN)CC[C@@]4(C)[C@]3(C)CC[C@H]2C1(C)C	101	103	94	117	96	106	108	114
68	COc1ccc(-c2nc(SCC(C)C)nc(N/N=C\c3ccc([N+](=O)[O-])cc3)c2C#N)cc1	104	130	101	97	99	98	104	105
69	CC(=O)Nc1ccc(N=Nc2c(S(=O)(=O)O)cc3cc(S(=O)(=O)O)cc(NC(C)=O)c3c2O)cc1	105	92	94	114	102	108	118	nt
70	c1ccc(Cn2cc(COc3ncnc4sc5c(c34)CCCC5)nn2)cc1	104	98	100	103	87	97	94	105
71	COc1ccc(Cn2nc(-c3ccc(OC)cc3)c3c2CCc2cnoc2-3)cc1	66	114	57	80	77	58	44	96
72	COc1cc(C2C(C(=O)Nc3ccccn3)=C(C)NC(C)=C2C(=O)Nc2ccccn2)cc(CN2CCOCC2)c1O	99	100	84	102	100	99	96	100
73	Cc1cn(-c2cccc(NC(=O)c3ccc(C)c(Nc4nccc(-c5cccnc5)n4)c3)c2)cn1	40	nt	-13*	-38*	23	11	nt	76
74	Cc1c([N+](=O)[O-])cc(N2C(=O)C=CC2=O)cc1[N+](=O)[O-]	107	116	nt	114	114	108	99	120
75	COc1cccc(C(=O)Nc2cccc(NC(=O)c3ccccn3)c2)c1	97	102	115	98	88	98	94	108
76	CN(C)c1ccc(C2CC(c3ccccc3)=NN2/C=C2\SC(=O)NC2=O)cc1 (stereo unspecified)	79	94	91	91	94	70	nt	113
77	O=c1[nH]c(=O)c2cc(Cl)cc(Cl)c2[nH]1	103	113	104	124	102	108	93	nt
78	N#Cc1c(NC(=O)c2ccc(Br)cc2)sc2c1CCCC2	9.6*	46	81	59	17	54	37	37
79	c1cn2ccnc2c(-c2ccc3ncn(C4CCCCC4)c3c2)n1	100	94	101	105	102	98	97	97
80	COC(=O)c1nc(-c2cccc(Cl)c2)nc2ccccc12	101	95	92	103	108	96	86	112
81	CCC(=O)NNc1nccc(Nc2ccc(S(=O)(=O)Nc3ccncc3)cc2)n1	98	101	101	104	101	102	107	91
82	c1ccc(-c2nc(-c3ccc4[nH]ncc4c3)[nH]c2-c2ccccc2)cc1	106	97	107	120	95	111	93	109
83	C[C@H]1[C@H]2C3=CC[C@@H]4[C@@]5(C)CCC(=O)NC(C)(C)[C@@H]5CC[C@@]4(C)[C@]3(C)CC[C@@]2(C(N)=O)CC[C@@H]1C	86	109	91	97	86	98	101	95
84	Cc1nn(-c2ccccc2)c(N2CCOCC2)c1/C=N/N=c1\sc2ccccc2n1C	38	99	53	76	88	88	82	105

High-throughput results as filed in PubChem.
